Screening data from PubChem.
AT treatment – qHTS Assay for Identifying a Potential Treatment of Ataxia-Telangiectasia; […] A-T fibroblasts, KAP-1 phosphorylation AlphaLISA; neocarzinostatin DNA damage 30 min before lysis; Potency, µM (titrated, usually from 57.5 µM), for the others: top-dose activation, hits mostly activators; actives 0.19% (n = 320,000); AID 485349, 2010; note: potency is the fitted concentration of half-maximal effect; % of control where 0% means no effect; nearly all actives have a fitted effect of over 45% in size
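hTERT-immortalized A-T patient fibroblasts ([…]), 500 cells/well in OPTI-MEM, 1% FBS, got compounds for 60 min, then NCS for 30 min at 37C. Lysates were then assayed for phospho-KAP-1 by AlphaLISA (anti-pKAP1 donor, anti-KAP1 acceptor beads), 6 hr at 25C.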
CXXC DNA block – qHTS Fluorescence Polarization Assay for Inhibitors of MLL CXXC domain - DNA interaction; Histone-lysine N-methyltransferase 2A (Homo sapiens), Q03164; MLL-CXXC / FITC-HOXA9 DNA fluorescence polarization; Potency, µM (doses to about 115 µM), for the others: top-dose activity change, negative = inhibition, usual class: inhibitors; actives 0.037% (n = 290,000); active = well fitted inhibition curve with a large enough effect in the polarisation, with a control signal flat, not every such curve was filed as active; inconclusive = small, poorly fitted or top-dose-only effect, or effect the other way, or a change in a side signal; inactive = no such curve, though single readings can be large or run the other way; the % refers to the polarisation; note: potency is the fitted concentration of half-maximal effect
Target sequence (Q03164 whole entry, looked up, the tested form may be a part): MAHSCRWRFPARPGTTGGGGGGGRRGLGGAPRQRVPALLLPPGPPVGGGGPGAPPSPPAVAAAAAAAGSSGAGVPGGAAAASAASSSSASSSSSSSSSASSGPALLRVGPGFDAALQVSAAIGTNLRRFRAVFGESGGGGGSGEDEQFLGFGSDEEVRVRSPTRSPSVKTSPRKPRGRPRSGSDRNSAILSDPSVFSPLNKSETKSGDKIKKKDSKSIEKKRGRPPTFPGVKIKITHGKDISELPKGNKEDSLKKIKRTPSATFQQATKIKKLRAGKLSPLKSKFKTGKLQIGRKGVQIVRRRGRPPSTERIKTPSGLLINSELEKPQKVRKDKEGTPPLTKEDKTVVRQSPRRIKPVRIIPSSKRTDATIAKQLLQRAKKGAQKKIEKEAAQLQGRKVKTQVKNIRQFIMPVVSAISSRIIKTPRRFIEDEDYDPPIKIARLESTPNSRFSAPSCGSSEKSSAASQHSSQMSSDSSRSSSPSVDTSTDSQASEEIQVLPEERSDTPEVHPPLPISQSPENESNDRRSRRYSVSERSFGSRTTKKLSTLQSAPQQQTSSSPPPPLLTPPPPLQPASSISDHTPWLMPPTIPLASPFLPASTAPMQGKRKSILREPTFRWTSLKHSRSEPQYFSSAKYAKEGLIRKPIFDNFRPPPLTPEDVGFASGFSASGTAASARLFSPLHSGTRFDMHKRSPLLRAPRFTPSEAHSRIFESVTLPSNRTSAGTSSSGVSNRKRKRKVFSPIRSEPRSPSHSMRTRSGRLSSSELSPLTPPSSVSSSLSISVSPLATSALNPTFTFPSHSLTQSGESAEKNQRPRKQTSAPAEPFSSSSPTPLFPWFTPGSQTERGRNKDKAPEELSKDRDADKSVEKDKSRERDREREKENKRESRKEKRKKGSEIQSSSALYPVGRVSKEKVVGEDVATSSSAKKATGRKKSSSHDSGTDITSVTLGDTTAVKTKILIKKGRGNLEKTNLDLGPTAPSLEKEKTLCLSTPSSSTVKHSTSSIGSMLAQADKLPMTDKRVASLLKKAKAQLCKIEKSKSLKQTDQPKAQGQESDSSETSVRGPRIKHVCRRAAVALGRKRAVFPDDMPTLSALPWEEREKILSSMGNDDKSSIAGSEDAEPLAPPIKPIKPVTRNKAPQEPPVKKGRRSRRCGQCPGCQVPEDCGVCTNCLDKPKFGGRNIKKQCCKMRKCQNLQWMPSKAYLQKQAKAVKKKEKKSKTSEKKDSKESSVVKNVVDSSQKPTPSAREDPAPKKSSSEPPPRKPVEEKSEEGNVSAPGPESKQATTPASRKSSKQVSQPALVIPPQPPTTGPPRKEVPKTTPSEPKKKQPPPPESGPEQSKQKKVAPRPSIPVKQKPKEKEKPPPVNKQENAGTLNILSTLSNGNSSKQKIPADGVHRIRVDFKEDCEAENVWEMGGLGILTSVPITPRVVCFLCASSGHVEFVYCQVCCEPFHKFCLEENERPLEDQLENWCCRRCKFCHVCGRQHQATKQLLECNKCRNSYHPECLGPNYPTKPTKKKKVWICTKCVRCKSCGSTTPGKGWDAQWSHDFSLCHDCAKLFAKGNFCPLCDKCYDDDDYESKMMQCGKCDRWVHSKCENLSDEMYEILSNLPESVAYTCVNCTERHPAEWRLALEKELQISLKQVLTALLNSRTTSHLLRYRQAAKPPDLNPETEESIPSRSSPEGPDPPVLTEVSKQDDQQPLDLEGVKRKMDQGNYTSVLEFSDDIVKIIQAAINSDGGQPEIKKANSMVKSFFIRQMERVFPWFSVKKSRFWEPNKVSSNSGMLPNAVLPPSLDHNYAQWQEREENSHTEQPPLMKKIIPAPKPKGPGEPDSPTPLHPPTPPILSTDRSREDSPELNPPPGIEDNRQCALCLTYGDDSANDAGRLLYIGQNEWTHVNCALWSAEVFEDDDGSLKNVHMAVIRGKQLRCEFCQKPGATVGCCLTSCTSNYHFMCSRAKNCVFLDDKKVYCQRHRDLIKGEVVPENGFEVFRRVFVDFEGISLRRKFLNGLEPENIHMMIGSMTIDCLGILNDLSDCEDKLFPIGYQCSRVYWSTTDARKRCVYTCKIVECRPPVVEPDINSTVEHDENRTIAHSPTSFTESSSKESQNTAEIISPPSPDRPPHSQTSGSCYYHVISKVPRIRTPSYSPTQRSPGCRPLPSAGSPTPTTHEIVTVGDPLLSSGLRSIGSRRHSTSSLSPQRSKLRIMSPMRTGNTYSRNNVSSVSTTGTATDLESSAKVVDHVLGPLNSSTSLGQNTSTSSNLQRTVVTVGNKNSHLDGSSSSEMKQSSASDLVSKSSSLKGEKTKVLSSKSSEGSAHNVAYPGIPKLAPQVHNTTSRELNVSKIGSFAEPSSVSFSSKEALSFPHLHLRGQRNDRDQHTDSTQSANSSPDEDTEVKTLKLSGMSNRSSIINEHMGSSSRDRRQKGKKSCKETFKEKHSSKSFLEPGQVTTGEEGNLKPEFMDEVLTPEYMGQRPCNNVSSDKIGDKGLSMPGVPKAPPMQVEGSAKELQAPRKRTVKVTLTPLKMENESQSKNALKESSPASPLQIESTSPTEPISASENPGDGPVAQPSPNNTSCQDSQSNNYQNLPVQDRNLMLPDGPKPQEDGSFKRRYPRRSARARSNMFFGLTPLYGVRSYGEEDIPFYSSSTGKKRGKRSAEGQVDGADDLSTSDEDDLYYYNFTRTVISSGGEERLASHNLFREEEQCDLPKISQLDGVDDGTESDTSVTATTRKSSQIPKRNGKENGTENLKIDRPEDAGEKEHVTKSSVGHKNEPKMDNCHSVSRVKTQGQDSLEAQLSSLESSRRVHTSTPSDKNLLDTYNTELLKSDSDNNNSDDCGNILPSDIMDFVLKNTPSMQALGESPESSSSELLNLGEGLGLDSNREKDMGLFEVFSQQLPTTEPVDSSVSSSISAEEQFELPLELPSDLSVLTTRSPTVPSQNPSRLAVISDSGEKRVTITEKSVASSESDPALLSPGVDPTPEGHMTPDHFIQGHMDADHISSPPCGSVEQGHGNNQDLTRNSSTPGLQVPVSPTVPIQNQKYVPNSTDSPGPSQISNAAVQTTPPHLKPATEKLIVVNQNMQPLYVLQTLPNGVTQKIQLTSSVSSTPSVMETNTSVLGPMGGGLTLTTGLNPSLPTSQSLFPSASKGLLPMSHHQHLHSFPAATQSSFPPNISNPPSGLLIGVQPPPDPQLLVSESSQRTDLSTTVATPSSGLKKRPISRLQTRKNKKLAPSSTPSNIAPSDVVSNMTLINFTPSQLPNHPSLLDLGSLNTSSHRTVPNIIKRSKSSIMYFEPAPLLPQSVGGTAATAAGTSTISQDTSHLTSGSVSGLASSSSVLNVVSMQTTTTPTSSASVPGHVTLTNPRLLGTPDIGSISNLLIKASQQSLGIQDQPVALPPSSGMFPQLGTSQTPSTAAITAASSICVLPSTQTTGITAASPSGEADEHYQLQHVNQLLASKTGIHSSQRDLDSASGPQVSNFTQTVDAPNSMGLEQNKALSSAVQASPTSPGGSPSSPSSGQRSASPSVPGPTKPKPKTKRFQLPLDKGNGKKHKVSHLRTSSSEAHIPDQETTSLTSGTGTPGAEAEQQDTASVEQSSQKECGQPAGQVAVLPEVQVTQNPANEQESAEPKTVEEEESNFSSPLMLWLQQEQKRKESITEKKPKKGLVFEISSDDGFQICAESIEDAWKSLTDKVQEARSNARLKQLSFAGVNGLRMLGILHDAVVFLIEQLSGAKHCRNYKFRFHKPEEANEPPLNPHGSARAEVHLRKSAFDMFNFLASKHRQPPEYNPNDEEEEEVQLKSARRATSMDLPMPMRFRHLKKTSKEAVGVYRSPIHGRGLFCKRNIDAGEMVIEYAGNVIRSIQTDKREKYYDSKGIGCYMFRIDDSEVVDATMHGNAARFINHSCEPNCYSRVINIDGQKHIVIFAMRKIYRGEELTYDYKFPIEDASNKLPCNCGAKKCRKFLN
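Steps: dispense CXXC domain solution (7 uM) → pin compounds or unlabeled HOX-A9 DNA control → 5 min ambient → add FLSN-HOX-A9 solution (50 nM) → spin → 30 min ambient → fluorescence polarization. Tris pH 7.5/NaCl/DTT/BSA buffer.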
FBPA coupling cs – qHTS Assay for Inhibitors of Fructose-1,6-bisphosphate Aldolase from Giardia Lamblia: Coupling assay counterscreen; activity change, negative = inhibition, % at 58.2 µM, hits read low; coupling enzyme system counterscreen, AmpLite Red fluorescence; actives 0.67% (n = 290,000); in the data active = activity change below about -30%; note: % is set by controls: 0 for no effect and ±100 for the full control effect
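Fluorescence at 525 nm excitation and 598 nm emission measured inhibition of the coupled detection system without aldolase. Compounds (at 57.5 uM final) were preincubated 10 min at room temperature with coupling enzyme reagent before a 20 min substrate/AmpLite Red step.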
Chronic BCR inh – qHTS Assay to Find Inhibitors of Chronic Active B-Cell Receptor Signaling | actives 0.05% (n = 340,000) | ABC-DLBCL IkBa-CBG/CBR reporter, luminescence ratio, 4 h | Potency, µM (series often up to 46.1 µM), inactives show top-dose ratio change, negative = lower green/red ratio, usual class: inhibitors; active = well fitted inhibition curve with a large enough effect in the signal ratio, with a control signal flat, not every such curve was filed as active; inconclusive = small, poorly fitted or top-dose-only effect, or effect the other way, or a change in a side signal; the % refers to the signal ratio;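 note: potency is the fitted concentration of half-maximal effect; plate controls were basal doxycycline-induced cells for no effect and cells given 10 µM MG132 for full effect; MG132 reads +100%, hits lower the ratio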
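Cell line TMD8 (human ABC DLBCL), stably expressing tet-inducible CBG68-IkBa fusion and CBR; IMDM/0.5% FBS; cpd up to 46 uM; dox induction, 4 h, 37C/5% CO2; dual luminescence; green/red ratio; MG132 control.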
TSHR antag – Antagonists of the Thyroid Stimulating Hormone Receptor: HTS campaign | Thyrotropin receptor (Homo sapiens), P16473 | TSHR-expressing cells, TSH-stimulated cAMP HTRF, 2 h; active compounds read low | activity change, negative = inhibition, % at 11.5 µM | actives 0.2% (n = 330,000) | AID 504810, 2011;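 active = activity change below a set negative limit, meaning inhibition stronger than a set level, cut at about -70% in these data; inconclusive = activity change between two set negative limits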; note: % is set by controls: 0 for no effect and ±100 for the full control effect
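TSHR-expressing cells were treated with compounds, then stimulated with TSH at EC80 (4nM final) for 2 hours at 37 deg C. Cellular cAMP was measured by HTRF competition between lysate cAMP and cAMP-d2 for a cryptate-labelled anti-cAMP antibody.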
TCR activator – Activators of T cell receptors: qHTS campaign; primary human leukocytes, anti-CD3, IL-2 HTRF, 48 h; Potency, µM (doses to about 9.22 µM), without a hit: at the highest dose activation of IL-2 secretion, usual class: activators; 330,000 tested, under 10 active; AID 504894, 2011; note: % of control where 0% means no effect
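Activity was scored as IL-2 release from primary human leukocytes given only a TCR signal (a-CD3 beads) plus compound for 48 hr. Detection used a two-antibody HTRF format read at 665nm.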
KCNH2 WT inh – qHTS for Inhibitors of KCHN2 3.1: Wildtype qHTS; AID 720551, 2013; U2OS, BacMam KCNH2, thallium flux FluxOr; active compounds read low; Voltage-gated inwardly rectifying potassium channel KCNH2 (Homo sapiens), Q12809; actives 0.37% (n = 340,000); activity change, % at 1.84 µM;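 active = maximum activity change below -70%; inconclusive = maximum activity change between -70% and -50%; inactive = maximum activity change above -50%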; note: % is set by controls: 0 for no effect and ±100 for the full control effect
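U2OS cells transduced with wild-type KCNH2 virus are loaded with FluxOr dye for 45 min, and thallium flux is measured in kinetic reads before and after stimulation buffer. Rate constants are normalized to DMSO controls.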
Giardia kill – Small Molecules that selectively kill Giardia lamblia: qHTS. Giardia lamblia trophozoite viability. activity change, % at 7.66 µM, hits read low. actives 0.15% (n = 340,000); in the data active = activity change below about -80%; inconclusive = between about -30% and that limit;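 note: parasites exposed to compound for two days anaerobically before the ATP read; % is set by controls: 0 for no effect and ±100 for the full control effect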
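Trophozoites 100 cells/well + cpd; 48 hrs, 37 deg C, anaerobic. ATPLite 1-Step added, 15-30 min RT, luminescence read (ATP-based viability).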
GALK inh – qHTS Assay for Inhibitors of Human Galactokinase (GALK) | Potency, µM (top dose mostly 57.5 µM), inactives show at the top dose activity change, negative = inhibition, actives largely listed as inhibitors | actives 0.007% (n = 270,000) | P51570 | AID 1868, 2009 | Purified GALK, Kinase-Glo residual ATP luminescence; note: potency is the fitted concentration of half-maximal effect; % is set by controls: 0 for no effect and ±100 for the full control effect
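Luminescence from leftover ATP (Ultra-Glo luciferase/luciferin) served as read-out after a 1 h room-temperature reaction of 5 nM GALK with 35 uM ATP and 100 uM galactose.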
Tb PFK block – qHTS Assay to Find Inhibitors of T. brucei phosphofructokinase. actives 0.17% (n = 330,000). Potency, µM (highest dose often 57.5 µM), inactives show top-dose activity, negative = inhibition, usual class: inhibitors. T. brucei PFK, ADP-Glo luminescence. AID 485367, 2010;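 note: potency is the fitted concentration of half-maximal effect; 0% = uninhibited 1x PFK enzyme wells and -100% = no-enzyme wells; nearly all actives have a fitted effect of over 60% in size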
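1.25 nM PFK with 0.5 mM F6P and 0.1 mM ATP in 0.1 M TEA pH 8.0, 5 mM MgCl2, incubated 45 min at room temperature; ADP measured by ADP-Glo luminescence; compounds titrated up to 57 uM.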
Numbers without * were called inactive; ? = inconclusive; nt = not tested or not shown; [ ] = another dose, or the depositor's remark. Unless noted, calls come from the whole dose curve; as a rule, active = well fitted curve in the direction sought with a large enough effect; inconclusive = small, poorly fitted or top-dose-only effect, or another doubt; inactive = no such curve, though single readings can be large; an effect the other way counts as inactive or inconclusive.

SMILES	AT treatment	CXXC DNA block	FBPA coupling cs	Chronic BCR inh	TSHR antag	TCR activator	KCNH2 WT inh	Giardia kill	GALK inh	Tb PFK block
O=C1NC(Nc2ccccn2)(C(F)(F)F)C(=O)N1c1ccc(F)cc1 (configuration not stated)	7%	1%	0	9%	12	nt	12	-4	0%	-1%
Cc1ccc(CNc2ccc([N+](=O)[O-])cc2C(N)=O)cc1	10%	nt	nt	?	-3	7%	-18	-4	nt	-13%
COc1ccc(CCNC(=O)CSC2=NS(=O)(=O)c3ccccc3N2)cc1OC	11%	nt	nt	-1%	3	-5%	10	-6	nt	-9%
O=C(c1cc2ccccc2c(=O)o1)N1CCCC1	3%	20%	1	-2%	3	-6%[46.1 µM]	nt	nt	2%	-1%
Nc1nnc(SCC(=O)Nc2ccc(N3CCOCC3)cc2)s1	-6%	nt	nt	0%	-1	-4%	-15	-18	nt	5%
C[C@]12C(=O)N(c3cccc(Cl)c3)C(=O)N1[C@H]1c3ccccc3OC[C@@H]1[C@H]2c1ccccc1	7%	7%	0	10%	0	4%	-1	-4	nt	0%
CCC1CCc2sc(C(=O)O)cc2C1 (configuration not stated)	4%	4%	9	2%	-4	1%	7	8	4%	2%
Cc1cccc2cc(CN(CCN3CCOCC3)C(=O)NCc3ccccc3)c(=O)[nH]c12	7%	0%	2	?	6	0%	5	-5	-3%	2%
CCC(c1nnnn1C(C)(C)C)N1CCN(C(=O)c2ccco2)CC1 (configuration not stated)	-3%	1%	1	-7%	-3	11%	-11	2	9%	4%
CCOP(=O)(OCC)c1ccc2ccc3ccccc3c(=O)c2c1	11%	nt	nt	-13%	30	1%	nt	-20	nt	-2%
CCC(C)Nc1nc(N)c([N+](=O)[O-])c(Nc2cc(OC)ccc2OC)n1 (configuration not stated)	4%	8%	2	?	5	5%	-1	-12	-2%	-2%
CC1(C)CC(=O)C2=C(C1)OC(N)=C(C#N)C2C#Cc1ccccc1 (configuration not stated)	-14%	-7%	0	?	7	-3%	-43	5	3%	-2%
O=C(O)c1ccc(NS(=O)(=O)c2ccc(Cl)c(Cl)c2)cc1O	4%	6%	15	4%	1	-5%	16	-2	-1%	-9%
C=CCN(CC=C)S(=O)(=O)c1ccc(C(=O)Nc2nc3c(s2)CCc2ccccc2-3)cc1	0%	6%	-2	?	-14	1%[46.1 µM]	-8	10	4%	0%
CC1CCCCC1NC(=O)c1cc2c(s1)CS(=O)(=O)C2 (configuration not stated)	1%	7%	-2	?	-1	-6%	-2	-5	-1%	0%
CC(=O)OCCN1CCN(C(=O)CN2C(=O)NC(c3ccccc3)(c3ccccc3)C2=O)CC1	-23%	1%	1	-1%	19	6%	7	9	-3%	-3%
CC(C)CCNC(=O)c1cccnc1Sc1ccccc1	0%	?	4	-8%	14	-1%[46.1 µM]	-19	11	-1%	-1%
CCCCn1c(SCC(=O)NCc2ccccc2)nc2ccc(N3CCOCC3)cc2c1=O	7%	-4%	-37*	5%	1	-11%	6	1	1%	-1%
COc1ccc(C)cc1NC(=O)COC(=O)c1ccc(OCc2ccc(Cl)cc2Cl)c(OC)c1	2%	6%	5	0%	1	3%[46.1 µM]	20	7	0%	-1%
O=C1OC(c2cccs2)=N/C1=C\c1ccc(-c2cccc(Cl)c2)o1	-2%	?	0	7%	0	0%	6	-10	-1%	5%
CCCn1c(N2CCN(CC(=O)Nc3ccc4c(c3)OCCO4)CC2)nc2ccccc21	-1%	19%	0	3%	6	2%	11	32[activator]	0%	0%
CCC(=O)NCCc1nc2cc(NC(=O)c3ccco3)ccc2n1C	7%	?	-1	?	9	3%	-6	-13	2%	-3%
COc1ccc(C(=O)c2ccc([N+](=O)[O-])cc2)cc1S(=O)(=O)N1CCC(C(=O)O)CC1	2%	1%	3	-2%	-15	4%	-9	16	0%	-3%
CCOc1ccc(CN2CCC(C(=O)N3CCN(c4ccccc4F)CC3)CC2)cc1OC	1%	0%	-6	0%	-4	2%	25	12	1%	-10%
O=C1c2cccnc2C(=O)N1Cc1ccco1	0%	4%	0	0%	8	-1%	-9	-15	3%	4%
Nc1nc(SCC(=O)c2ccc(Br)s2)n[nH]1	-11%	9%	6	?	5	-15%	-16	-2	-3%	4%
CC(C)c1ccc(NC(=O)CN2CCN(c3ccccn3)CC2)cc1	-3%	-2%	3	-3%	8	-3%	-1	-10	nt	-7%
CCOC(=O)c1c(OCCO)noc1N	0%	-4%	-1	4%	-1	12%	0	9	-1%	1%
COc1ccccc1N(Cc1ccccc1)S(=O)(=O)c1cccc(C(=O)Nc2ncccc2C)c1	3%	nt	nt	10%	2	-15%	-5	-19	nt	-1%
Cc1cc(NC(=O)CN2CCN(c3ccc(O)cc3)CC2)no1	-1%	-1%	nt	-4%	-20	nt	2	9	1%	-21%
CCCc1cc(=O)[nH]c(SCC(=O)N(CC)c2c(N)n(Cc3ccccc3)c(=O)[nH]c2=O)n1	3%	nt	nt	2%	12	-1%	-11	-3	nt	0%
COc1ccc(CNC(=O)C2CCN(S(=O)(=O)N3CC(C)CC(C)C3)CC2)cc1 (configuration not stated)	1%	-8%	1	0%	-19	-5%	-22	-6	0%	0%
CC(=O)Nc1cccc(OCC(=O)/C=C2\N(C)c3ccccc3C2(C)C)c1	-3%	19%	-9	?	-21	9%	-8	-13	3%	6%
COc1ccc(N/C=C/C(=O)c2ccc(Oc3ncccn3)cc2)cc1	1%	0%	-3	-1%	3	9%	-1	2	-1%	-3%
CC(C)(C)N=C1NN=C(c2ccc(S(=O)(=O)N3CCCCC3)cc2)CS1	3%	nt	nt	13%	15	4%	-5	7	nt	5%
CSC1=NC(C)N2C(SC)=NC(C)N12 (configuration not stated)	3%	-8%	1	-7%	5	4%	-9	?	-2%	0%
Cc1nc2cc(NC(=O)c3ccc(Br)s3)ccc2s1	-1%	-6%	nt	?	-36	6%	0	2	6%	-7%
CCn1cc(C(=O)NCc2ccc3c(c2)OCO3)c(=O)c2ccc(C)nc21	6%	-4%	2	0%	0	nt	nt	nt	-1%	3%
COc1ccc(N=CC2=C(O)CC(C)(C)CC2=O)cc1OC	-4%	-4%	-5	?	-10	-8%	-3	10	-1%	-4%
CCCCOc1ccc(/C=C/C(=O)OCC(=O)NC(=O)NCC(C)C)cc1OCC	-4%	-5%	-1	6%	26	3%[46.1 µM]	-3	26	-3%	2%
CC(C)(C)c1ccc(OCCC(=O)NC2=NCCS2)cc1	-4%	-8%	0	-5%	6	-2%	-9	3	-2%	-3%
CSc1ncc(C(=O)Nc2cccc(Cl)c2)c(C)n1	3%	6%	1	1%	13	-3%	-1	9	1%	10%
